Pf Dd2 inh – blocks in vitro growth of P. falciparum Dd2 | P. falciparum Dd2 growth, SYBR Green, 72 h | Potency, µM (highest dose often 28.9 µM), for the others: at the top dose activity, negative = inhibition, hits mostly inhibitors | 120,000 compounds, 4.3% hits; active = well fitted inhibition curve with a large enough effect; inconclusive = small, poorly fitted or top-dose-only effect; inactive = no such curve, though single readings can be large or run the other way;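 also: plate controls were DMSO vehicle for no effect and reference drug for full effect; nearly all actives have a fitted effect of over 65% in size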
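Readout: SYBR Green fluorescence, 485 nm excitation, 535 nm emission, after ~16 h lysis at 37C. Before that, Dd2-infected red cells (2.5% hematocrit) grew 72 h with compound, 29 uM top final concentration.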
* marks the source's active call; other numbers are inactive results; i = inactive; ? = inconclusive; [ ] = remark or other dose. Potency is read from the fitted curve at half-maximal effect. Only part of the results is shown (hit frequency here may not be typical).

SMILES	Pf Dd2 inh
COCCNC(=O)C1CC(=O)N(c2n[nH]c3cc(Br)ccc23)C1 (stereo unspecified)	-10%
CC(C)N1CCN(C(=O)C23CCCC=C2N(c2ccccc2)C(=O)CC3)CC1 (stereo unspecified)	?
CC(C)c1ccc(S(=O)(=O)N(C)CC2CCOCC2)cc1	?
OCC1(CNCC2CCCC2)C[C@@H](O)[C@@H](O)C1 (stereo partly specified)	49%[activator][44.1 µM]
Cc1ccc(-c2nc(-c3nnn4c3COC(c3ccc(C)cc3)C4)no2)cc1 (stereo unspecified)	6%
Cc1ccnc(N2CCC(c3nnc(-c4ccc(F)cc4)o3)CC2)n1	13%
CCOc1ccc(-c2oc3ccccc3c(=O)c2O)cc1OCC	10µM*
NCCC(=O)N1CCCC(N2CCN(Cc3ccc4c(c3)OCO4)CC2)C1 (stereo unspecified)	-7%
CCc1nc(C)sc1C(=O)N1CCN(c2ccc(C)cc2)C(=O)C1	-4%
CN(C)c1ccc(CNC(=O)Cn2c(-c3cccs3)cc3cc(Cl)ccc32)cc1	-6%
Cc1cc(C)n(CCC(=O)N2c3ccccc3CC2c2noc(C3CCOCC3)n2)n1 (stereo unspecified)	?
N#Cc1ccc(S(=O)(=O)N2CCC(C(=O)N3CCCCCCNC(=O)CC3)CC2)cc1	?
Cc1ccc(OCC(=O)N2CCC(c3noc(-c4ccccc4)n3)C2)cc1 (stereo unspecified)	14%[5.79 µM]
CS(=O)(=O)N1CCCN(S(=O)(=O)c2ccccc2)CCC(=O)NCC1	-19%
CC(C)(CC(=O)O)CC(=O)N1CCN2C(=O)N(Cc3ccccc3)C(=O)[C@H]2C1	-10%[44.1 µM]
CCOc1cccc(-c2noc(-c3nc(CC)no3)n2)c1	i
COc1ccccc1Oc1c(CCC(=O)NCc2ccco2)c(C)nn1-c1ccc(F)cc1	?
COc1ccc(CCNC(=O)CSCc2nc(-c3ccc(OC)c(OC)c3)oc2C)cc1OC	-24%
COCCC(=O)N1CCCC(C(=O)N2CCN(c3ccccn3)CC2)CCNC(=O)CC1 (stereo unspecified)	6%
CCOCCn1c(=O)[nH]c2cc(C(=O)NCC(=O)N(C)C)ccc21	-11%

In another format: four of the compounds above
compound: Cc1ccc(OCC(=O)N2CCC(c3noc(-c4ccccc4)n3)C2)cc1 (stereo unspecified)
  Pf Dd2 inh: 14%[5.79 µM]
compound: CS(=O)(=O)N1CCCN(S(=O)(=O)c2ccccc2)CCC(=O)NCC1
  Pf Dd2 inh: -19%
compound: CC(C)(CC(=O)O)CC(=O)N1CCN2C(=O)N(Cc3ccccc3)C(=O)[C@H]2C1
  Pf Dd2 inh: -10%[44.1 µM]
compound: CCOc1cccc(-c2noc(-c3nc(CC)no3)n2)c1
  Pf Dd2 inh: i

Reformatted: entries from further up
Cc1ccc(OCC(=O)N2CCC(c3noc(-c4ccccc4)n3)C2)cc1 (stereo unspecified)
  Pf Dd2 inh: 14%[5.79 µM]

CS(=O)(=O)N1CCCN(S(=O)(=O)c2ccccc2)CCC(=O)NCC1
  Pf Dd2 inh: -19%

CC(C)(CC(=O)O)CC(=O)N1CCN2C(=O)N(Cc3ccccc3)C(=O)[C@H]2C1
  Pf Dd2 inh: -10%[44.1 µM]

CCOc1cccc(-c2noc(-c3nc(CC)no3)n2)c1
  Pf Dd2 inh: i

(next part)
SMILES	Pf Dd2 inh
COc1ccc(-c2nn(-c3ccccc3C)cc2CN2C[C@@H](C)O[C@@H](C)C2)cc1F	10µM*
CCCc1nc2ccccc2n1CC(O)COc1ccc(C(=O)OC)cc1 (stereo unspecified)	?
CCOc1ccc(C2NC(=O)N(Cc3nncn3C(C)C)C3=C2C(=O)OC3)cc1 (stereo unspecified)	-23%
CCOC(=O)Cn1c(=O)n(CC2CCCO2)c2nc(-c3ccc(CC)cc3)nc(C(N)=O)c21 (stereo unspecified)	?
O=C(Nc1ccccc1Cl)C1CCN(c2nc3ccccc3nc2C(F)(F)F)CC1	i
CCOC(=O)C1CCCN(c2cc(C)nc3c(-c4ccccc4OC)c(C)nn23)C1 (stereo unspecified)	?
COC(=O)c1cccc(Nc2c(-c3ccc(O)cc3)nc3nc[nH]n23)c1	-26%
O=C(Cn1cc(SCc2ccccc2Cl)c2ccccc21)N1CCCCCC1	-21%
O=C(N1CCC(n2cc(-c3nc(-c4ccccc4)no3)nn2)CC1)C1(c2ccccc2)CC1	-4%
Cc1ccc(N2CCN(c3nc4c(c(=O)[nH]3)CCNC4)CC2)cc1	7%
CCN1CCN(CCCNC(=O)CCC[C@H]2NC[C@@H]3C[C@H]2CN(Cc2ccccc2)C3)CC1	11%
Cc1ccc(C)c(NC(=O)CCNS(=O)(=O)c2ccc3c(c2)CCCC(=O)N3)c1	18%
C=Cc1cccc(CN2CCC(CNS(=O)(=O)C3CC3)C2)c1 (stereo unspecified)	?
COc1cc(NC(=O)c2cccc3c2C(=O)N(C2CCCCC2)C3)cc(OC)c1	?
COC[C@H]1C[C@@H](NC(=O)c2cnccn2)[C@H](O)[C@@H]1O	-6%[44.1 µM]
CCOc1ccc(NS(=O)(=O)c2ccc3[nH]cc(C(=O)NCc4ccco4)c(=O)c3c2)cc1	?
COc1ccc(NC(=O)N[C@H]2C[C@@H](C(=O)N[C@H](Cc3c[nH]c4ccccc34)C(N)=O)N(C(=O)C=C(C)C)C2)cc1	-2%
Cc1oc(C(O)c2ccccc2F)nc1C(=O)N1CCN(c2ccccn2)CC1 (stereo unspecified)	i
Cc1ccc(C)c(NC(=O)CN2CCSc3ccc(S(=O)(=O)N4CCCC4)cc32)c1	?
Cc1c(Cl)cccc1NC(=O)C(=O)NCCc1csc(-c2ccc(C(F)(F)F)cc2)n1	9%
COc1ccc(C2(C(=O)NCc3cccc(C(F)(F)F)c3)CCOCC2)cc1	-8%
CC(=O)Nc1ccc(CNC[C@H]2COCc3nc4c(C)cccc4n32)cc1	?
Cc1ccc(C(=O)N2CCCN(CC3CC3)C(C(C)C)C2)cn1 (stereo unspecified)	-16%
Cc1cc2nc3n(c(=O)c2n1CC(=O)NCc1ccccc1)CCCCC3	i
C[C@@H]1CN(C(=O)CCN(C)S(C)(=O)=O)C[C@@]1(O)C1CC1	-12%
O=C(NCc1nnc2cc(-c3nc(C4CC4)no3)ccn12)c1ccc(F)cc1Cl	i
COc1ccc(-c2nnc([C@H]3CCN(C(=O)c4ccc(F)cc4)C3)o2)cc1	18%[44.1 µM]
Cc1noc(-c2cn(C3CCN(C(=O)COc4ccccc4)C3)nn2)n1 (stereo unspecified)	i
CCOc1ccc(Nc2c(S(=O)(=O)c3ccc(Cl)cc3)cnc3ccc(OC)cc23)cc1	?
COc1ccccc1CCNC(=O)CCCn1c(=O)c2cccn2c2cccnc21	?
Cc1cc(C)c(NC(=O)CSc2n[nH]c(-c3ccccc3Cl)n2)c(C)c1	35%[activator]
CCN(Cc1ccccc1)C(=O)c1cn(-c2cccc(OC)c2)c(=O)c2ccccc12	-22%
Cc1cccc(NC(=O)c2nc(S(C)(=O)=O)ncc2Cl)c1	?
Cc1c(-c2ccccc2F)[nH]c2ccc(CNC(=O)CCn3cnnc3)cc12	-4%
O=C1c2ccccc2-c2onc3c(Br)cc(NC4CCCCC4)c1c23	-4%
O=C(NC1CCN(c2cc(-c3ccc(F)cc3)[nH]n2)C1)c1cccc(OC(F)(F)F)c1 (stereo unspecified)	?
CCNC(=O)N[C@H]1[C@H](O)[C@H](O)C[C@@H]1c1cccc(C)c1	i
CCCN(C)c1nccnc1OC1CCN(C(=O)c2ccncc2)C1 (stereo unspecified)	-20%
O=C(c1cccs1)N1CCC(Oc2cccc(F)c2)C1 (stereo unspecified)	-19%
COC(=O)c1ccc2nc(C[C@@H]3C[C@@H](C(C)C)[C@H](CNC(=O)N4CCOCC4)C=C3C)[nH]c2c1	13µM*
CCc1cccc(NC(=O)C(NS(=O)(=O)c2ccc3nc(C)sc3c2)C(C)C)c1 (stereo unspecified)	8%
COc1ccc(-c2cn3cc(C(=O)N4CCCC4)nc3c(=O)n2CC2CC2)c(F)c1	8.9µM*
CC(C)C[C@@H](CO)n1cc(-c2cncnc2)nn1	-9%
CC(=O)c1ccc(N2CC[C@@H](NC(=O)c3cnccn3)[C@H](O)C2)nc1	i
O=C(CC1CCCN(c2cn[nH]c(=O)c2)C1)NC1CCCCC1 (stereo unspecified)	12%
Cc1ccc(-c2ccc(C=O)cc2)cc1Cl	8%[44.1 µM]
COc1cccc(NC(=O)C2CC(=O)Nc3ncnn32)c1 (stereo unspecified)	-2%
COCCCNC(=O)C1CCC(CNS(=O)(=O)c2ccc(OC)cc2)CC1 (stereo unspecified)	i
Cc1ncoc1C(=O)N1CC(F)(F)C[C@H]1c1nnc(C2CC2)o1	0%
CN(C)c1ccc(CNC(=O)CN2C(=O)c3cccnc3Oc3ccc(Cl)cc32)cc1	i

Reprinted at random: 2 compounds from above.
SMILES	Pf Dd2 inh
COCCCNC(=O)C1CCC(CNS(=O)(=O)c2ccc(OC)cc2)CC1 (stereo unspecified)	i
CC(C)C[C@@H](CO)n1cc(-c2cncnc2)nn1	-9%

(listing goes on)
SMILES	Pf Dd2 inh
O=C(Cn1nc2c(cc1=O)CCCC2)N1CCn2c(nnc2C(F)(F)F)C1	-11%
COc1cc(C(=O)NC[C@@H]2CC[C@H]3C[C@@H]2C3(C)C)nc2ccccc12	?
Cc1ncc2c(c1CNC(=O)c1ccc3cccnc3c1O)CCNC2	0%
Cc1noc(C)c1CN1CCC2(CC1)COCCN2C(=O)OCc1ccccc1	?
CCOC(=O)c1c(C)oc2ncnc(N3CCN(c4ccc(C)cc4C)CC3)c12	44%[activator]
COCCN1C(=O)c2ccccc2C(C(=O)NCc2ccccc2OC)C12CCCC2 (stereo unspecified)	?
CCOc1ccc2nc(N3CCCC(C(=O)NCCc4ccc(OCC)c(OCC)c4)C3)sc2c1 (stereo unspecified)	?
Cc1cc(OCC(=O)Nc2cc(-c3nc4ccccc4[nH]3)ccc2C)ccc1Cl	?
CC(C)Oc1cccc(-c2n[nH]c3c2CC(=O)N(Cc2ccccn2)C3)c1	-2%[44.1 µM]
COC(=O)c1sc(-c2ccccc2)cc1NC(=O)c1cccc(Cl)c1	451%[activator][5.79 µM]
Cc1c(Cl)cccc1NC(=O)NCCOCCn1c(=O)oc2ccccc21	9%
CCOc1ccccc1NC(=O)c1c(NC(=O)c2ccccc2C)sc2c1CCC(C)C2 (stereo unspecified)	i
Cc1csc(NC(=O)[C@@H]2CCC[C@@H](NC(=O)c3cccnc3)CN(C)C(=O)C2)n1	-3%[44.1 µM]
Cc1ccc(Nc2ncnc3onc(C)c23)cc1Cl	?
Cc1cc(S(=O)(=O)Nc2ccc3[nH]c(=O)sc3c2)ccc1F	90%[activator]
CCN(CC)CCNC(=O)CN1C(=O)c2cccnc2Oc2ccc(C)cc21	30%
Cc1cc(F)ccc1OC1CN(CC2CC2)C1	-20%[44.1 µM]
O=C(NC1(C(F)(F)F)C(=O)Nc2c1c(=O)[nH]c(=O)n2-c1ccccc1)c1ccccc1Cl (stereo unspecified)	14%
CCCSCCCNC(=O)c1ccc(C)c(NC(=O)c2nsc3ccccc23)c1	?
CCOC(=O)c1sc2ccccc2c1S(=O)(=O)N1CCN(c2cccc(OC)c2)CC1	i
CCCn1c2ccccc2c2cnn(CC(=O)N3CCC(C)CC3)c(=O)c21	i
COCCOc1ccc2c(n1)CCN(C(=O)c1nn(C)c3ccccc13)C2	?
O=C(c1cccnc1)N1CCC(Oc2ccccc2)C1 (stereo unspecified)	-16%
COc1ccc(-n2nc3n(c2=O)CCN(Cc2ccccc2)C3)cc1	?
COc1ccc([C@H]2C[C@@H](O)[C@@H](O)[C@@H]2NS(=O)(=O)c2ccc(C(F)(F)F)cc2)cc1	i
CC(C)(Oc1ccc(Cl)cc1)C(=O)Nc1nnc2n1CCS2	1%
CCC(CC)C(=O)Nc1cccc(-c2cn3cccnc3n2)c1	?
CCCc1ccc2oc(C(=O)N(CC)Cc3ccncc3)c(C)c2c1	?
COC(=O)c1ccc(NS(=O)(=O)c2c(C)nc3sccn3c2=O)cc1	-8%
N#Cc1cccc(-c2cn3c(n2)N(C(=O)c2ccccc2)CCC3)c1	?
O=C1CN(C(=O)c2csc3nc(-c4ccc(C(F)(F)F)cc4)cn23)CCCN1	i
COCc1noc([C@@H]2CC(F)(F)CN2C(=O)C2CC=CC2)n1	20%
Cc1cc2nc3n(c(=O)c2n1CC(=O)N1CCN(c2ccc(F)cc2)CC1)CCCCC3	-20%
Cc1ccc(CN2CCN(C(=O)CCC3CCN(C(=O)c4ccccc4)CC3)CC2)cc1	?
COc1ccc(C(=O)NCC2(COc3ccc(S(C)(=O)=O)cc3)C[C@@H](O)[C@@H](O)C2)cc1 (stereo partly specified)	19%
Cc1cc(OC2CN([S+](=O)([O-])c3ccccc3)C2)ccc1F	-10%[44.1 µM]
COc1ccc(Nc2cc3c(nc2-c2ccccc2)nc(C(=O)NCCN(C)C)n3C)cn1	-24%
O=C(Cc1ccccc1)Nc1cccc(-c2cn3cccnc3n2)c1	?
COc1ccc(CCC(=O)N2CCCC(c3nc(C4CCOCC4)no3)C2)cc1 (stereo unspecified)	20%
CCn1ncc(NC(=O)Cn2ncc3cc(-c4cc(F)ccc4F)ccc32)n1	-9%
Cc1noc(C)c1Cc1ccc(C(=O)N2CC(N(C)Cc3cccnc3)C2)o1	-16%
COc1ccc(N(CC(=O)Nc2cc(C)ccc2C)S(=O)(=O)c2ccc(OC)c(OC)c2)cc1	6%
CCNC(=O)N1CCCCCC1c1nc(C2CC2)no1 (stereo unspecified)	29%
COc1cc(CN2CCC[C@H]2c2nc(-c3ccc(-c4ccncc4)nc3)no2)cc(OC)c1OC	5µM*
Cc1cccc(Nc2nc3ccccc3n3c(N)nnc23)c1	-24%
